p53ts 39C kill: kills p53ts cells at the nonpermissive temperature; H1299-p53A138V viability at 39C, ATP luminescence, 24 h; Potency, µM (doses to about 46.1 µM), for inactives: at the highest dose activity change, negative = cell killing, actives largely listed as cytotoxic; AID 902; actives 1.5% (n = 130,000); also: nearly all actives have a fitted effect of over 55% in size
IkB signaling: suppresses IkB signaling in ABC-DLBCL reporter cells; Potency, µM (top dose mostly 57.1 µM), for the others: top-dose IkBa stabilization activation; actives 0.04% (n = 110,000); ABC-DLBCL IkBa-CBG/CBR dual luciferase ratio, 4 h; response scale: scaled: untreated 0%, proteasome inhibitor 100%; active = well fitted curve in the direction sought with a large enough effect in the signal ratio, not every such curve was filed as active; inconclusive = small, poorly fitted or top-dose-only effect, or a change in a side signal; the % refers to the signal ratio;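 also: the direction sought is a rising ratio; 0% = basal untreated cells and 100% = reference inhibitor full response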
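In this assay, an IκBα–CBG68 fusion accumulates when IKK-driven degradation is blocked; native CBR normalizes for cell number. OCI-Ly3 cells were treated 4 h with compound and doxycycline, then green and red light read after Chroma-Glo addition.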
Peg3 imprint: genomic imprint erasure induction; mouse ES Peg3-LacZ reporter, beta-gal luminescence, 40 h; Potency, µM (doses to about 60.7 µM), without a hit: top-dose activity change, positive = activation, actives largely listed as activators; actives 0.02% (n = 110,000);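 also: 0% = negative control wells on the plate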
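Readout: BetaGlo luminescence (5 min, room temp) for LacZ from the normally silent maternal Peg3 allele in female Peg3LacZ-Neo ES cells. Cells 300/well, 40 h, 37C, 5% CO2. Data normalized per plate to negative controls.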
p53ts 32C kill: cytotoxicity in p53ts cells at permissive temperature; H1299-p53A138V at 32C, ATP luminescence viability, 24 h; Potency, µM (titrated, usually from 46.1 µM), without a hit: at the highest dose activity change, negative = cytotoxicity, actives largely listed as cytotoxic; actives 0.93% (n = 130,000); AID 924;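 also: 0% = DMSO and -100% = full killing by reference compound; nearly all actives have a fitted effect of over 55% in size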
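ATP-content luminescence (ATPlite) read-out after 24 h compound exposure at 32C in H1299-p53A138V cells (600/well). Tested up to 46 uM. Normalized to DMSO (0%) and 100 uM tamoxifen (100% killing); Hill-fit AC50.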
* = called active by the depositor; ? = inconclusive; / = not tested or not shown; [ ] = another dose, or the depositor's remark. Unless noted, calls follow the shape of the dose curve; as a rule, active = well fitted curve in the direction sought with a large enough effect; inconclusive = small, poorly fitted or top-dose-only effect, or another doubt; inactive = no such curve, though single readings can be large; an effect the other way counts as inactive or inconclusive. Unless noted, % is scaled to controls: 0 for no effect and ±100 for the full control effect; potency is read from the fitted curve at half-maximal effect.

Sample of the layout (2 entries):
Molecule,p53ts 39C kill,IkB signaling,Peg3 imprint,p53ts 32C kill
O=C(Nc1ccc2oc(-c3ccncc3)nc2c1)c1cccs1,5.0%,-2.9%,12.0%,0.3%
Cc1cc(C)cc(NC(=O)C2CCN(S(=O)(=O)c3ccc4c(c3)oc(=O)n4C)CC2)c1,8.1%,?,20.1%[10.9 µM],8.6%

The whole of this part, repeating the preview:
Molecule,p53ts 39C kill,IkB signaling,Peg3 imprint,p53ts 32C kill
O=C(Nc1ccc2oc(-c3ccncc3)nc2c1)c1cccs1,5.0%,-2.9%,12.0%,0.3%
Cc1cc(C)cc(NC(=O)C2CCN(S(=O)(=O)c3ccc4c(c3)oc(=O)n4C)CC2)c1,8.1%,?,20.1%[10.9 µM],8.6%
CC1=C(C(=O)Nc2ccccc2)C(c2ccccn2)n2nc(CCCO)nc2N1 (stereo not drawn),1.9%,1.7%,-1.3%,-5.9%
COc1ccccc1CNC(=O)c1c(O)nc2cc(C)ccn2c1=O,8.2%,-0.5%,-12.4%[10.9 µM],-0.2%
CCOc1ccccc1N(CC(=O)NCc1ccc(OC)cc1)S(C)(=O)=O,-4.6%,0.3%,-7.8%,8.2%
O=C(CN1CCN(CC(=O)Nc2ccc3c(c2)OCO3)CC1)Nc1ccc(F)cc1,2.0%,-0.1%,-11.8%,-10.6%
CCCCOc1ccc(CNC(=O)c2ccc(-c3nc(CN4CCc5ccccc54)c(C)o3)cc2)cc1,?,1.4%,-14.7%[10.9 µM],-5.5%
Cc1c(NC(=O)c2cccs2)cccc1-c1nc2cc(Cl)ccc2o1,-13.9%,?,-2.6%[10.9 µM],-18.1%
COc1ccccc1OC(C)C(=O)Nc1cccc(-c2nc3ccccc3o2)c1 (stereo not drawn),-7.0%,3.9%,2.7%[10.9 µM],1.4%
O=C(CSc1nccn1-c1ccc(Cl)cc1)Nc1cccc2ccccc12,-20.8%,?,-10.2%[10.9 µM],7.0%
COc1ccc(-c2noc(-c3ccc(NCC4CCCO4)c([N+](=O)[O-])c3)n2)cc1 (stereo not drawn),-5.5%,-2.2%,-9.9%[10.9 µM],-17.6%
Cc1c(C(=O)O)sc2nc3n(c(=O)c12)CCC(C)CC3 (stereo not drawn),0.4%,0.5%,-0.2%,11.8%
Cc1ccc(C)c(NC(=O)N(C)CCc2c(C)nn(C)c2C)c1,-10.0%,-1.3%,-7.2%[10.9 µM],-2.7%
COc1cc2[nH]c(=O)n(CCCC(=O)N(C)Cc3ccccc3)c(=O)c2cc1OC,-6.3%,2.0%,2.2%[10.9 µM],-0.9%
O=C(COc1ccc(S(=O)(=O)NC2CCCCC2)cc1Cl)NCC1CCCO1 (stereo not drawn),5.2%,1.3%,-15.0%,-4.3%
CC1CCCCN1S(=O)(=O)c1ccc2c(c1)oc(=O)n2CC(=O)Nc1ccc(Cl)cc1 (stereo not drawn),-0.5%,-0.3%,-13.6%[10.9 µM],-3.2%
Cc1cc(/C=N/n2cnnc2)c(C)n1-c1ccc(Cl)cc1Cl,10.4%,-1.1%,-18.4%,6.9%
CCOC(=O)c1sc2ncn(CC(=O)NCC3CCCO3)c(=O)c2c1C (stereo not drawn),-10.7%,0.2%,-5.4%,-0.7%
O=c1ccnc(S/C=C/c2ccccc2)[nH]1,?,?,-91.2%[inhibitor],?
O=C1C2CC=CCC2C(=O)N1c1ccc(Cc2ccncc2)cc1 (stereo not drawn),-9.4%,1.5%,-15.4%,-10.9%
CCCOc1cccc(C(=O)N(Cc2sccc2C)C2CCS(=O)(=O)C2)c1 (stereo not drawn),10.7%,-1.5%,6.1%[10.9 µM],10.7%
CN1C(=O)CSc2ccc(NC(=O)N3CCC(N4CCCCC4)CC3)cc21,3.2%,0.2%,-10.8%,1.1%
Cc1csc2nc(COC(=O)c3ccccc3NC(=O)COc3ccccc3F)cc(=O)n12,-24.2%,16.0%,-8.9%[10.9 µM],-17.2%
C/C(=N\O)C(=O)OC1CC(C)CCC1C(C)C (stereo not drawn),9.3%,6.5%,-11.6%,2.8%
CCS(=O)(=O)CCn1c([N+](=O)[O-])cnc1C,-19.9%,2.8%[25.6 µM],-11.0%,-5.4%
CCc1nc(SCC(=O)NCc2ccco2)c2c3c(sc2n1)CCCC3,-12.6%,-0.9%,3.7%,-14.0%
CCCCNC(=O)CSc1nc2ccccc2nc1Cc1ccc(Cl)cc1,-2.9%,-0.9%,-7.9%[10.9 µM],5.8%
COc1ccc(Oc2nc(C)nc3c2oc2ccccc23)cc1,-4.5%,2.6%,-7.8%,-0.5%
CC(C)CC(c1nnnn1C1CCCC1)N1CCN(C(=O)c2ccco2)CC1 (stereo not drawn),4.6%,0.1%,-2.3%,2.7%
CC1CC(C)CN(c2ncc3c(n2)CC(c2ccccc2)CC3=O)C1 (stereo not drawn),14.5%,?,0.0%,1.5%
CCC(=O)N1c2ccc(S(=O)(=O)CCC(=O)N3CCN(c4ccc(F)cc4)CC3)cc2CC1C (stereo not drawn),3.6%,-1.5%,-11.8%[10.9 µM],-1.7%
CCN(CC)CCN1C(=O)C(=O)/C(=C(/O)c2ccc(C)cc2)C1c1ccncc1 (stereo not drawn),4.6%,-1.5%,-7.4%,0.7%
Cc1noc(C)c1COc1ccc(C(=O)NCc2ccccn2)cc1,-7.9%,2.2%,-10.7%,14.2%
CCN(CC)CC[n+]1ccc2c(C)c3[nH]c4ccc(O)cc4c3c(C)c2c1,10.2%[9.22 µM],-4.5%[11.4 µM],13.6%[10.9 µM],8.7%[9.22 µM]
CCc1ccc(CNC(=O)C2Cc3cc(S(=O)(=O)N4CCCCCC4)ccc3N2C(C)=O)cc1 (stereo not drawn),-5.4%,3.2%,7.6%[10.9 µM],-7.4%
COc1ccc(Nc2oc(-c3ccc(COc4ccccc4C)o3)nc2C#N)cc1,?,?,-11.7%[10.9 µM],?
COC(=O)c1ccc2ncccc2c1,-5.9%,-0.6%,1.4%,-2.3%
CCOc1ccccc1C(=O)NCc1ccc2c(c1)OCO2,3.0%,-5.2%,-5.2%,5.9%
O=C(CS(=O)(=O)c1cccc2nsnc12)Nc1ccc(F)cc1,-27.2%,2.3%,-5.3%[10.9 µM],1.0%
COc1ccccc1C1C(C(N)=O)=C(C)Nc2nc(SCc3ccccc3F)nn21 (stereo not drawn),16.0%,-0.3%,-2.0%[10.9 µM],-5.8%
O=C(COC(=O)c1cc(-c2cccs2)nc2ccccc12)c1ccccc1,19.0%,-1.0%,13.6%[10.9 µM],-14.4%
Cc1nc2c(-c3ccccc3)c(C)nn2c(C)c1CCC(=O)NC(C)c1ccccc1 (stereo not drawn),-17.5%,?,-3.3%[10.9 µM],3.2%
COc1cccc(N2CCN(C(=O)NC3CCCCC3)CC2)c1,0.2%,6.3%,-11.3%,8.0%
COc1cccc(N2CCN(C(=O)c3cnc4c(-c5ccccc5)c(C)nn4c3C)CC2)c1,-8.1%,?,3.9%[10.9 µM],9.1%
Cc1cc(C)n(-c2nc(C)c(C)c(=O)n2CC(=O)Nc2ccc([N+](=O)[O-])cc2)n1,1.2%,-1.1%,4.3%[10.9 µM],1.2%
CCOc1ccc(NC(=O)c2sc3nc4n(c(=O)c3c2C)CCCC4)cc1,-24.5%,-0.1%,-12.5%[10.9 µM],4.7%
Cc1cc(=O)oc2c(OS(C)(=O)=O)c(OS(C)(=O)=O)ccc12,3.1%[9.22 µM],-0.1%[11.4 µM],12.5%[10.9 µM],3.7%[9.22 µM]
COc1ccc(NC(C)=O)cc1NC(=O)CSc1nnc(-c2ccccn2)n1C,-9.1%,1.4%,2.9%,5.4%
COc1ccc(N2C(=O)C3C4C=CC(C4)C3C2=O)c(OC)c1 (stereo not drawn),0.6%,-0.2%,-11.6%,-12.2%
Cn1c(=O)c2c(nc(SCC(=O)NCc3ccc4c(c3)OCO4)n2Cc2ccc(Cl)cc2)n(C)c1=O,26.0%,/,/,3.1%
CC1(C)OC(=O)C(=CNc2ccccc2)C(=O)O1,-2.3%,-1.2%,3.6%,-3.1%
COc1cc(NC(=O)CSc2ccccc2)c(C(=O)O)cc1OC,39.0%[activator],/,/,21.2%
CCn1c(N)c(C(=O)NC)sc1=S,-3.4%,1.9%,-4.7%,-13.8%
Cc1cc(C)c(C#N)c(SCS(=O)c2ccc(C(C)(C)C)cc2)n1 (stereo not drawn),-15.1%,4.1%,-20.7%,-16.2%
CC(C)Cn1c(=O)c2ccccc2c2ccccc2c1=O,-6.4%,-0.5%,-10.3%,8.9%
S=c1[nH]nc(Cc2ccccc2)n1-c1ccccc1,-5.1%,1.1%,-1.5%,3.3%
O=C(NCc1cccs1)c1ccc(CSc2nc3ccncc3n2Cc2cccc(F)c2)cc1,-10.6%,?,-9.5%[10.9 µM],12.2%
Cc1ccc(-c2csc3nnc(SCC(=O)NCc4ccc5c(c4)OCO5)n23)cc1,11.0%,?,-12.7%,3.4%
CC(C)CCn1nnnc1C(c1ccccc1F)N1CCC(C(N)=O)CC1 (stereo not drawn),34.9%[activator],0.8%,-6.9%,-3.4%
O=C1COc2ccc(C(=O)NCc3ccc4c(c3)OCO4)cc2N1,-5.6%,4.4%,-4.3%,-5.8%

Other records
Molecule,p53ts 39C kill,IkB signaling,Peg3 imprint,p53ts 32C kill
COC(=O)Cc1c(C)c2cc3c(c(C)c2oc1=O)OCN(CCc1ccccc1F)C3,-4.4%,?,-9.1%[10.9 µM],-4.6%
CC(=O)/C=C(\C)Nc1ccc(-c2cnc(-c3ccccc3)o2)cc1,?,8.2%,-17.3%,-29.9%
Cc1sc2ncn(CC(=O)N3CCN(c4ccccc4)CC3)c(=O)c2c1S(=O)(=O)N1CCN(c2ncccn2)CC1,-1.0%,-0.7%,14.4%[10.9 µM],3.9%
Cn1c(=O)c(-c2cccs2)nc2cnc(N3CCNCC3)nc21,-11.0%,-5.2%[11.4 µM],-26.8%,-0.7%
CCOC(=O)CCS(=O)(=O)c1nc(-c2ccccc2)cc(C(F)(F)F)n1,-97.3%,?,-36.9%[inhibitor],?
O=C(O)CCCN=CC1=C(O)C(C(=O)c2ccccc2)CCC1=O (stereo not drawn),7.2%,/,/,8.8%
CC(OCC(O)CN(C)CCOc1ccccc1)c1ccc(Cl)cc1 (stereo not drawn),-16.0%,1.4%,-21.1%,-6.7%
N#Cc1cn(CCOc2ccc(F)cc2)c2ccccc12,-5.9%,/,/,3.8%
CCn1c(CNC(C)=O)nnc1SCC(=O)c1ccc(Br)cc1,13.3%,?,-36.4%[inhibitor],3.8%
Cc1ccc(S(=O)(=O)N(CC(=O)Nc2ccc3c(c2)OCO3)c2ccc(C)c(Cl)c2)cc1,2.8%,?,-9.0%[10.9 µM],12.1%
Cc1cc(C)cc(OCC(=O)Nc2ccccc2C(=O)NCc2ccco2)c1,-0.9%,?,-17.4%,0.7%
Cc1c(C#N)c2ccccc2n1CC(=O)N1CCCC1,6.6%,1.7%,0.2%,3.5%
O=C(CN1C(=O)C2CCCCN2c2ccc(C(=O)N3CCCC3)cc21)NCc1ccc(F)cc1 (stereo not drawn),-2.9%,-0.8%,-9.7%[10.9 µM],-5.3%
O=C(NCC1CCCO1)c1cc(-c2ccncc2)nc2ccc(S(=O)(=O)N3CCOCC3)cc12 (stereo not drawn),3.9%,-0.5%,1.6%,14.9%
CCCCC(CCC(=O)O)(C(=O)OCC)c1csc(N)n1 (stereo not drawn),5.0%,-1.6%,-5.3%,0.0%
CCOC(=O)CN(C(=O)Cn1nnc(-c2ccc(C)cc2)n1)C(CC)C(=O)NC1CCCC1 (stereo not drawn),6.4%,0.1%,-5.3%,2.6%
Cn1c(NCCCN2CCOCC2)nc2c1c(=O)n(Cc1ccc(Cl)c(Cl)c1)c(=O)n2C,4.2%,-0.9%,-18.8%,-4.6%

Source: PubChem
